Compound activity as filed in PubChem.
Glioma ERSR ind – qHTS for Inducers of the Endoplasmic Reticulum Stress Response (ERSR) in Human Glioma: qHTS. U87-MG GRP78 promoter luciferase reporter, 16 h. Potency, µM, for the others: at the highest dose activation, most hits filed as activators. 420,000 compounds, 0.02% hits. AID 602332, 2012; also: potency is read from the fitted curve at half-maximal effect; series mostly up to about 76 µM; % of control where 0% means no effect; nearly all actives have a fitted effect of over 35% in size
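Stably transfected U87-MG human glioma cells carrying a GRP78-based luminescent sensor were seeded at 1000 cells/well, pin-dosed with compounds and incubated 16 h. Luciferase reagent was then added, and end-point luminescence was read after 10 min at room temperature.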
D2 ag – HTS Assay for Allosteric Agonists of the Human D2 Dopamine Receptor: Primary Screen for Agonists | activation, % at 2 µM | D(2) dopamine receptor (Homo sapiens), P14416 | 340,000 compounds, 0.53% hits | HEK293 T-REx D2 cells, calcium flux agonist mode;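 active = activation over 3 SD above normal in the single-dose calcium agonist read, cut at about 30% in these data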; also: 0% is about no effect
Target sequence (P14416 whole entry, looked up): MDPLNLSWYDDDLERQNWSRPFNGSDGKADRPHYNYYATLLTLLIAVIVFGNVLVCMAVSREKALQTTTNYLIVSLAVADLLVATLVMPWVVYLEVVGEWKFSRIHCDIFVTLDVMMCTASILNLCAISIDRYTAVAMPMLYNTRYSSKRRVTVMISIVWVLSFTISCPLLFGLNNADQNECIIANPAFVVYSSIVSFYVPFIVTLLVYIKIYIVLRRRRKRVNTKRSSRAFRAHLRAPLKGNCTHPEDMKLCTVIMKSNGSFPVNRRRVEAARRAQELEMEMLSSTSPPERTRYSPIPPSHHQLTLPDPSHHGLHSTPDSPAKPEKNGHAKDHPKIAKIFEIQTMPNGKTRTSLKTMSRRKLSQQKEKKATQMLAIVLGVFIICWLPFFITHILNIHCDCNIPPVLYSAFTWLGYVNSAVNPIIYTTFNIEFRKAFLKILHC
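Agonism scored from kinetic calcium signal (1 read/sec, 180 s) following compound pin transfer, after a 10 s baseline. Cells: HEK293 Trex line expressing inducible D2 receptor coupled to calcium, dye-loaded after overnight culture at 30 C.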
ERG-DNA inh – qHTS for Small Molecule Inhibitors of the ERG Ets/DNA interaction; Potency, µM (highest dose often 76.9 µM), inactives show at the top dose FP activity, negative = inhibition, hits mostly inhibitors; 370,000 compounds, 0.028% hits; fluorescence polarization, His-ERG Ets domain / labelled DNA; Transcriptional regulator ERG (Homo sapiens), P11308; AID 624246, 2012; active = well fitted inhibition curve with a large enough effect in the polarisation, with a control signal flat; inconclusive = small, poorly fitted or top-dose-only effect, or effect the other way, or a change in a side signal; inactive = no such curve, though single readings can be large or run the other way; the % refers to the polarisation;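 also: polarization taken with two DNA probes labelled with fluorescein and Texas red; potency is read from the fitted curve at half-maximal effect; % of control where 0% means no effect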
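His-tagged ERG Ets domain (1 uM in the protein solution; 300mM KCl, 50mM Tris-HCl, 1mM EDTA, 1mM DTT, pH 7.5) received compound, then a probe mix of 5 nM fluorescein-DNA and 100nM Texas-615-DNA. Fluorescence polarization was read for both dyes.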
RGS4 inh – Inhibitors of Regulator of G Protein Signaling (RGS) 4: qHTS | Potency, µM (top dose mostly 114 µM), for the others: top-dose activity change, negative = inhibition, hits mostly inhibitors | AID 504845, 2011 | Transcreener GDP fluorescence polarization, RGS4-accelerated GTP hydrolysis | 390,000 compounds, 0.039% hits | Regulator of G-protein signaling 4 (Homo sapiens), P49798; also: potency is read from the fitted curve at half-maximal effect; % is scaled to controls: 0 for no effect and ±100 for the full control effect; nearly all actives have a fitted effect of over 75% in size; some results filed as inactive show a strong effect at the top dose
Target sequence (P49798 whole entry, looked up): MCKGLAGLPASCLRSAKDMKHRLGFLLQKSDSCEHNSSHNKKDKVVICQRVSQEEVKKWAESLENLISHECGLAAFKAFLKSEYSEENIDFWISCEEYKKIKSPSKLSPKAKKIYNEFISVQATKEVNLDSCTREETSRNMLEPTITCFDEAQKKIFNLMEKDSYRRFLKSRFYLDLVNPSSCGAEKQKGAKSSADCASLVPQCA
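MLSMR compounds (23 nl, pin-transferred) preincubated 10 min at room temperature with a 500nM (2x) first reagent, then RGS4 at 900nM (2x) plus Transcreener GDP mix added; fluorescence polarization (620/688 nm) read before and after 90 min at 30 °C.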
Vif-A3F inh – qHTS for Inhibitors of Vif-A3F Interactions: qHTS; HeLa A3F-eYFP + Vif (tagged APOBEC3F with the HIV-1 protein that degrades it), YFP fluorescence increase; 390,000 compounds, 0.2% hits; Potency, µM (highest dose often 46.1 µM), for inactives: at the highest dose activity, negative = active; also: potency is read from the fitted curve at half-maximal effect; % of control where 0% means no effect; nearly all actives have a fitted effect of over 65% in size
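HeLa cells stably expressing Vif plus C-terminally eYFP-tagged A3F were seeded, incubated overnight at 37 deg C, dosed with compound, incubated overnight again at 37 deg C. Yellow fluorescence (Ex 488/Em 500-530) reported blocked Vif-mediated A3F-eYFP degradation.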
Vif-APOBEC3G blk – qHTS for Inhibitors of Vif-A3G Interactions: qHTS; DNA dC->dU-editing enzyme APOBEC-3G (Homo sapiens), Q9HC16; HeLa A3G-eYFP + Vif (tagged APOBEC3G with the HIV-1 protein that degrades it), YFP fluorescence, overnight; Potency, µM (highest dose often 46.1 µM), inactives show top-dose activity, negative = active, actives largely listed as inhibitors; 410,000 compounds, 0.076% hits; AID 602310, 2012;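 also: potency is read from the fitted curve at half-maximal effect; % is scaled to controls: 0 for no effect and ±100 for the full control effect; nearly all actives have a fitted effect of over 60% in size; hits raise eYFP signal because A3G escapes Vif-driven loss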
Target sequence (Q9HC16 whole entry, looked up): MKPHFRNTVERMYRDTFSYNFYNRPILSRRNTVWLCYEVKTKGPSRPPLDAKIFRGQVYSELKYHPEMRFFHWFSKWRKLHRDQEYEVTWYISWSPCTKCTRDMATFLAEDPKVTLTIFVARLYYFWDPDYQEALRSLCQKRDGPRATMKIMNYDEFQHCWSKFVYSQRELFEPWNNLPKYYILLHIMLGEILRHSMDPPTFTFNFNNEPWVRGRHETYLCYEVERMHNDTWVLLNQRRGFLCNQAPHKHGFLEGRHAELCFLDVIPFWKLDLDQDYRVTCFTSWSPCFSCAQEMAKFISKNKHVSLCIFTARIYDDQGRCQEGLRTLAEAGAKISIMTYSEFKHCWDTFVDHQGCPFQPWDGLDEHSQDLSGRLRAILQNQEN
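Read-out is eYFP fluorescence (Ex 488/Em 500-530) from Vif-expressing HeLa A3G-eYFP cells; more signal means A3G escaped Vif-mediated degradation. Cells plated overnight, compound pinned in, incubated overnight at 37 deg C.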
D2 antag – HTS Assay for Allosteric Antagonists of the Human D2 Dopamine Receptor: Primary Screen for Antagonists. HEK293 TREx D2 cells, calcium flux, dopamine EC80. inhibition, % at 10 µM. 340,000 compounds, 2% hits. AID 485344, 2010; in the data active = inhibition above about 30%; also: 0% is about no effect
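In this primary screen, negative modulation is detected by tracking calcium flux after an EC80 dopamine challenge in inducible HEK293 T-REx D2 cells preexposed to test compound for 180 s.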
ALOX12 inh – Primary qHTS assay for inhibitors of human arachidonate 12S-lipoxygenase (ALOX12): Round 2 | purified 12hLO, xylenol orange hydroperoxide absorbance | 580,000 compounds, 1.1% hits | Polyunsaturated fatty acid lipoxygenase ALOX12 (Homo sapiens), P18054 | Potency, µM (top dose mostly 108 µM), for the others: at the highest dose activity change, negative = inhibition, actives largely listed as inhibitors; also: potency is read from the fitted curve at half-maximal effect; % is scaled to controls: 0 for no effect and ±100 for the full control effect
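Purified human 12hLO at 150 nM in 25 mM Hepes, 0.01% Triton X-100, pH 7.0, preincubated 15 min at room temperature with compound. Reaction started with 40 uM arachidonic acid, 30 min at room temperature. Hydroperoxide measured by Fe-xylenol orange, 573/405 nm absorbance ratio.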
LDHA inh – qHTS assay for inhibitors of human lactate dehydrogenase; purified LDHA, NADH/diaphorase-resazurin fluorescence; active compounds read low; AID 1347041, 2019; activity change, % (values are at about 110 or 230 µM); 480,000 compounds, 0.15% hits; in the data active = activity change below about -30%; inconclusive = mostly about -25% to -30%;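 also: plate controls were DMSO wells for no effect and wells without enzyme for full effect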
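LDH5 2 nM; NADH 0.06 mM, pyruvate 0.2 mM; 200 mM Tris pH 7.4, EDTA, Tween-20; 5 min RT. Detection: diaphorase 0.133 mg/mL + resazurin 37 µM, fluorescence ex540/em590 at 0 and 20 min; normalized to enzyme-free and DMSO wells.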
Active calls of the source: *; i = inactive; ? = inconclusive; · = no result given; & = joins results of further samples; [ ] = another dose, or the depositor's remark. Unless noted, calls follow the shape of the dose curve; as a rule, active = well fitted curve in the direction sought with a large enough effect; inconclusive = small, poorly fitted or top-dose-only effect, or another doubt; inactive = no such curve, though single readings can be large; an effect the other way counts as inactive or inconclusive. An excerpt. The share of hits here may be higher or lower than overall.

Order of values – Glioma ERSR ind	D2 ag	ERG-DNA inh	RGS4 inh	Vif-A3F inh	Vif-APOBEC3G blk	D2 antag	ALOX12 inh	LDHA inh
(1) CC(C)(C)c1cc(S(=O)(=O)CCc2ccccn2)cc(C(C)(C)C)c1F
  -4%	0.0	·	-3%	-6%	1%	-9	-5%	3
(2) COc1ccc(N(CC(=O)NCc2cccs2)S(=O)(=O)c2ccc(F)cc2)cc1
  -6%	0.0	3%	-15%	2%	0%	-12	395%[activator]	-5
(3) Cc1nn(Cc2ccc(Cl)cc2)c(C)c1NC(=O)c1cc(-c2ccco2)on1
  -6%	-0.1	-4%	21%	?	2%	-12	?	-7&0
(4) CN(CC(=O)Nc1ccccc1C(F)(F)F)C(=O)CCc1nc2ccccc2c(=O)[nH]1
  -4%	-1.4	5%	-7%	?	0%	-7	5%	-2
(5) CN(CC(=O)Nc1ccc(F)c(F)c1F)C(=O)C1CSC2(C)CCC(=O)N12 (stereo not given)
  -4%	-0.1	-11%	0%	1%	3%	16	-7%	-1
(6) C=CCN1C(=O)/C(=C\c2ccc(Cl)cc2)N=C1SCC(=O)NC1CCCCC1
  -5%	1.4	7%	-15%	-14%	0%	-11	·	-4
(7) O=C(O)C1CCN(C(=O)c2ccc3c(c2)OCO3)CC1
  1%	0.2	14%	26%	1%	1%	-2	?	-6
(8) O=C(CN1C(=O)NC2(CCc3ccccc32)C1=O)c1ccccc1 (stereo not given)
  -4%	-0.1	6%	18%	-3%	1%	-9	-21%	-3
(9) C/C(=N\NC(=O)C(N)=O)c1cccc([N+](=O)[O-])c1
  -5%	-0.5	3%	2%	-3%	-5%	-9	0%	-1
(10) COc1ccc(-c2cc(=O)c3cc(OCC(=O)OC(C)C)ccc3o2)cc1
  -4%	-2.2	-1%	-29%	-3%	4%	·	-18%	4

Order of values – Glioma ERSR ind	D2 ag	ERG-DNA inh	RGS4 inh	Vif-A3F inh	Vif-APOBEC3G blk	D2 antag	ALOX12 inh	LDHA inh
(11) O=C(CN1CCCCC1)NC(=O)Nc1ccccc1F
  4%	-0.6	12%	-16%	?	-3%	-3	-2%	1
(12) COc1ccc(NC(=O)c2nnn(CC(=O)Nc3cccc(C)c3C)c2N)c(OC)c1
  ·	0.5	-2%	-4%	·	·	·	-4%	-9
(13) Cc1c(Cl)cccc1NC(=O)Cn1c(=O)nc(-c2ccccc2)c2ccccc21
  1%	0.0	-2%	-1%	6%	-11%	·	-20%	-7
(14) O=C(OCC(=O)N1CCCc2ccccc21)c1cnc(Cl)c(Cl)c1
  11%	0.6	-13%	-26%	-8%	9%	27	-9%	-2
(15) COc1cc(/C=N\NC(=O)c2cccnc2)ccc1OC(=O)c1ccccc1Cl
  -6%	-1.0	4%	14%	3%	0%	7	1%	-2
(16) O=C(CCC1CCCCC1)NCc1ccncc1
  -4%	-0.3	-6%	-13%[11.4 µM]	-2%	2%	-5	-6%	-3
(17) COCc1ccc(CN2CCC(n3nccc3NC(=O)CCOc3ccccc3)CC2)o1
  0%	0.2	11%	21%	0%	2%	-6	-10%	-5
(18) O=C(Cc1ccc(F)cc1)NCC1CCCO1 (stereo not given)
  -3%	·	-11%	14%	1%	5%	·	2%	-5
(19) Cn1c(=O)c([N+](=O)[O-])c(-n2ccnc2)c2ccccc21
  -15%	0.4	-2%	?	?	-20%	15	18%	-2
(20) Cc1[nH]c2ccccc2c1/C=N/Nc1ccc([N+](=O)[O-])cc1
  5%	22	-2%	0%	10µM*	10µM*	20	-21%	0

Order of values – Glioma ERSR ind	D2 ag	ERG-DNA inh	RGS4 inh	Vif-A3F inh	Vif-APOBEC3G blk	D2 antag	ALOX12 inh	LDHA inh
(21) COc1ccc(C2N(C(=O)c3ccccc3)CCN2C(=O)c2ccccc2)cc1
  -3%	·	6%	13%	-2%	1%	·	0%	-2
(22) O=C(NCc1ccco1)c1ccc(NS(=O)(=O)c2cccc(F)c2)cc1
  -1%	-0.4	4%	24%	-7%	-2%	-3	i	-10
(23) CC(=O)Nc1ccc(NCCc2ccco2)cc1
  2%	·	·	·	·	-3%	·	-6%	-1
(24) CC1CCCCN1C(=O)NC12CC3CC(CC(C3)C1)C2 (stereo not given)
  -3%	-0.4	1%	26%	-1%	0%	34*	18%	2
(25) COc1cccc(OC)c1C(=O)NC(C)c1ccccc1 (stereo not given)
  -5%	-0.3	-2%	16%	-5%	1%	18	146%[activator]	-11
(26) O=C(Cn1cc2c(n1)CCCCC2)Nc1ccccc1Cl
  0%	-1.1	1%	3%	-31%	-6%	-6	1%	-1
(27) COc1ccc(C(=O)NC(=S)Nc2ccccc2N2CCOCC2)cc1[N+](=O)[O-]
  -4%	0.3	-4%	-35%	-11%	-6%	39*	?	-2
(28) COc1cccc2c1C1COC3C4CC(C(=O)O)C(C(C2)N13)N4C (stereo not given)
  -10%	·	2%	-42%	7%	-12%	·	?	-6
(29) CC(C)(C)NC(=O)C(c1ccncc1)N(Cc1ccco1)C(=O)c1ccc(-c2ccccc2)[nH]1 (stereo not given)
  -14%	2.9	-10%	-38%	2%	-27%	6	?	2
(30) O=C(NC1CCC(NC(=O)C(F)(F)C(F)F)CC1)C(F)(F)C(F)F (stereo not given)
  -4%	1.2	0%	-15%	0%	-1%	-31	13%	2

Order of values – Glioma ERSR ind	D2 ag	ERG-DNA inh	RGS4 inh	Vif-A3F inh	Vif-APOBEC3G blk	D2 antag	ALOX12 inh	LDHA inh
(31) COc1cc(C(=O)NCC(=O)OCCN2C(=O)c3ccccc3C2=O)cc(OC)c1OC
  -6%	0.1	2%	44%	-25%	-15%	4	53%[activator]	-7
(32) O=C(NCc1cccs1)c1ccc(-c2ccc(F)c(F)c2)c2ccoc12
  2%	·	·	·	·	0%	·	-2%	-5
(33) CC(C)OCCCNC(=O)c1cc(Sc2ccc(F)cc2)nc2ccccc12
  -3%	-1.2	-4%	18%	2%	3%	2	-9%	-3
(34) Cc1ccc(C(=O)NC(=S)Nc2cccc(NC(=O)c3ccccc3)c2)cc1[N+](=O)[O-]
  -4%	·	4%	-21%	-10%	0%	·	25µM*	0
(35) CCOC(=O)c1nnn(CC(=O)Nc2cc(F)ccc2F)c1C(=O)OCC
  -2%	0.2	-12%	13%	0%	3%	-7	2%	-2
(36) Cc1noc(NS(=O)(=O)c2ccc(NC(=O)C(F)(F)F)cc2)c1C
  -2%	-1.4	2%	11%	-2%	4%	-15	-3%	-2
(37) CCOC(=O)CC(NS(=O)(=O)c1ccc2[nH]c(=O)sc2c1)c1ccc(C)cc1 (stereo not given)
  -2%	-0.5	5%	-3%	-1%	-5%	-18	-4%	-3
(38) Cc1ccccc1NC(=O)CSc1nnnn1C
  0%	-0.4	0%	-32%	-5%	0%	-10	-5%	-3
(39) COC(=O)c1ccc(OCCOCCOc2cccc3ccc(C)nc23)cc1
  -3%	-0.3	-10%	-6%	-20%	0%	13	-6%	2
(40) Cc1ccnc(NS(=O)(=O)c2ccc(NC(=O)C34CC5CC(C)(CC(C)(C5)C3)C4)cc2)n1
  -2%	0.7	2%	6%	-3%	1%	-8	-18%	-6

Order of values – Glioma ERSR ind	D2 ag	ERG-DNA inh	RGS4 inh	Vif-A3F inh	Vif-APOBEC3G blk	D2 antag	ALOX12 inh	LDHA inh
(41) COc1ccc2c(CNC3CCC(C)CC3)c(C(=O)O)n(Cc3ccccc3)c2c1 (stereo not given)
  2%	0.2	1%	10%	0%	2%	·	-27%	-4
(42) CN(c1ccc(C(=O)NCCSCc2ccc(Cl)cc2)cc1)S(=O)(=O)c1ccccc1
  -4%	-1.6	·	-4%	-22%	-1%	4	-27%	-3
(43) CCSc1sc(CC)cc1C=O
  3%	0.1	2%	-8%	-2%	-1%	6	0%	-5
(44) c1cnn(Cc2cnc(N3CCOCC3)s2)c1
  -6%	0.4	-2%	5%	9%	5%	-13	0%	-9
(45) CC(=O)C1C(c2ccncc2)NC(=O)NC1(O)C(F)(F)F (stereo not given)
  -1%	-0.4	-9%	34%	-11%	1%	8	-6%	-5
(46) CC(=O)c1c(C)[nH]c(C(=O)CSc2ncnc3sc(-c4ccccc4)cc23)c1C
  -2%	0.7	2%	-26%	?	1%	4	-2%	-1
(47) CCOc1ccc(CNC(=O)c2cc3ccccn3n2)cc1
  -1%	-0.1	-10%	9%	-10%	4%	·	-4%	-7
(48) O=C(N[C@@H]1CCC(=O)N(CC[C@H](Sc2ccccc2)c2ccccc2)CC1)OCc1ccccc1
  -4%&0%	0.5	0%	2%	-2%	6%&-1%	-24	-7%	-1
(49) CN(C)S(=O)(=O)c1cccc(C(=O)C2=C3SC=C(c4ccccc4)N3CC2)c1
  -5%	-0.7	9%	?	1%	-10%	-6	-6%	-11
